Compound activity: PubChem, National Center for Advancing Translational Sciences (NCATS)
FLuc counter: inhibits or activates purified firefly luciferase, miR-21 counter-screen; P08659; purified FLuc, Km substrates, luminescence inhibition; Potency, µM (highest dose often 57.5 µM), inactives show top-dose activity change, negative = inhibition, most hits filed as inhibitors; actives 6.9% (n = 360,000); AID 588342;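 also: plate controls were vehicle for no effect and reference inhibitor for full effect; nearly all actives have a fitted effect of over 55% in size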
Target sequence (P08659 whole entry, looked up): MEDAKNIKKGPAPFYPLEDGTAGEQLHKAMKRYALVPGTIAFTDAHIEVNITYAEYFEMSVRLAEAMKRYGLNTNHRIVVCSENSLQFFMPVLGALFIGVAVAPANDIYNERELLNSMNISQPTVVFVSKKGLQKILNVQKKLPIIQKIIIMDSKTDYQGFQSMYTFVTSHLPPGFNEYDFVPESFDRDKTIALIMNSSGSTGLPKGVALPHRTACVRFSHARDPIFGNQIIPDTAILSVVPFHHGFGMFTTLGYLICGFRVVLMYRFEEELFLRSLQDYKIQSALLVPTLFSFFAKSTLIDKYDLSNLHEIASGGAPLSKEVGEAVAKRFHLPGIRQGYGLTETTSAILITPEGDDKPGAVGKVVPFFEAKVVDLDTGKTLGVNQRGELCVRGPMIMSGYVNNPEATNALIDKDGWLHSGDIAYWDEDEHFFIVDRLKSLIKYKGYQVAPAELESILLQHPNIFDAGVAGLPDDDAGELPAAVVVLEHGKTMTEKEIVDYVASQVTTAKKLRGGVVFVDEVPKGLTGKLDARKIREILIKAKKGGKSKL
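Biochemical qHTS of compounds, final roughly 60 µM downward over six points, against 10 nM purified firefly luciferase using Km concentrations of substrates (10 uM D-luciferin, 10 uM ATP) in Tris acetate pH 7.5 buffer; luminescence output.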
MBNL1 CUG block: inhibitors of human MBNL1 binding to CUG repeat RNA. Potency, µM (titrated, usually from 57.5 µM), without a hit: at the top dose activity change, negative = inhibition, actives largely listed as inhibitors. Q9NR56. TR-FRET MBNL1-His/biotin-(CUG)12 binding, 665/545 ratio. actives 0.036% (n = 280,000); active = well fitted inhibition curve with a large enough effect in the signal ratio, with a control signal flat, not every such curve was filed as active; inconclusive = small, poorly fitted or top-dose-only effect, or effect the other way, or a change in a side signal; inactive = no such curve, though single readings can be large or run the other way; the % refers to the signal ratio; also: % is scaled to controls: 0 for no effect and ±100 for the full control effect
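TR-FRET between His-tagged MBNL1 and biotin-(CUG)12 RNA, detected with Tb anti-His antibody (0.055 ng/ul) and streptavidin-XL665 (5 nM), 60 min at room temperature. Compounds titrated 92 nM to 58 uM; 665/545 nm ratio normalized to buffer and complex controls.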
NPC1 prom act: activates the NPC1 promoter | actives 2.4% (n = 320,000) | Huh7 NPC1 promoter luciferase reporter, 24 h | Potency, µM (highest dose often 9.22 µM), for the others: top-dose activation, actives largely listed as activators;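 also: % of control where 0% means no effect; nearly all actives have a fitted effect of over 60% in size; reporter is driven by a mutant NPC1 promoter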
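Luciferase expression driven by the NPC1 promoter was measured in stably transfected Huh7 cells after a 24 h compound incubation, using a luciferase reagent and a luminescence read.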
ELG1 genotox: induces genotoxicity in HEK293T cells with luciferase-tagged ELG1. Potency, µM (series often up to 46 µM), for inactives: top-dose activity change, positive = activation, most hits filed as activators. HEK293T ELG1-luciferase reporter, luminescence, 16 h. actives 1.3% (n = 330,000); also: % of control where 0% means no effect; nearly all actives have a fitted effect of over 60% in size
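Genotoxicity was scored as increased ELG1-luciferase reporter signal, measured by ONE-Glo luminescence (30 min, room temperature). Compound or vehicle exposure of the HEK293T reporter cells lasted 16 hr at 37°C.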
uPA generation: cell surface uPA generation inhibition. cell surface uPA generation assay, qHTS. Potency, µM (top dose mostly 38.3 µM), for inactives: top-dose activity change, negative = inhibition, actives largely listed as inhibitors. actives 0.31% (n = 330,000). AID 540303; active = well fitted inhibition curve with a large enough effect; inconclusive = small, poorly fitted or top-dose-only effect; inactive = no such curve, though single readings can be large or run the other way; tested in mouse RAW 264.7 cells; also: % is scaled to controls: 0 for no effect and ±100 for the full control effect; nearly all actives have a fitted effect of over 55% in size
VP16 counter: inhibits Gal4-VP16 luciferase reporter, ROR gamma counter-screen; Drosophila S2 Gal4-VP16 UAS-luciferase, luminescence, 20 h; Potency, µM (titrated, usually from 53.6 µM), for the others: top-dose activity, negative = inhibition, actives largely listed as inhibitors; actives 3.5% (n = 310,000);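 also: Gal4-VP16 expression switched on by copper sulfate through the metallothionein promoter; % is scaled to controls: 0 for no effect and ±100 for the full control effect; nearly all actives have a fitted effect of over 50% in size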
Rab9 prom act: activates the Rab9 promoter | Potency, µM (top dose mostly 9.22 µM), for the others: at the top dose activation, negative = inhibition, usual class: activators | Huh7 Rab9 promoter-luciferase reporter, luminescence, 24 h | actives 2.8% (n = 320,000) | AID 485297; also: % of control where 0% means no effect; nearly all actives have a fitted effect of over 60% in size
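Measured in stably transfected Huh7 cells bearing a Rab9 promoter–luciferase construct: 24 h compound treatment at 37 °C, followed by luminescence detection.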
p53 reactivator: re-activators of mutant p53; H1299 p53-A138V BP100-luciferase reporter, luminescence, 24 h; Potency, µM (doses to about 92.2 µM), without a hit: at the top dose activity change, positive = activation, hits mostly activators; actives 0.063% (n = 320,000); AID 504706; also: % of control where 0% means no effect; nearly all actives have a fitted effect of over 45% in size
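H1299 (p53-null), stable ts p53-A138V + BP100-Luc; 1000 cells/well, Opti-MEM/10% FBS; cpd 4 pt, 1:5; 24 h, 37 deg C, 5% CO2; detection reagent 10 min RT; luminescence.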
BRCA1 expr up: activators of BRCA1 expression. MCF7-BRCA1-FFLuc reporter, luminescence, 48 h; response scale: scaled: vehicle 0%, 10 µM genistein 100%. Potency, µM (titrated, usually from 46.1 µM), without a hit: top-dose activation, actives largely listed as activators. actives 1.1% (n = 380,000); also: nearly all actives have a fitted effect of over 80% in size; some results filed as inactive show a strong effect at the top dose
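MCF7-BRCA1-FFLuc cells, 2000/well in phenol-red-free MEM, attached 2 h then treated 48 h at 37 C. Luciferase luminescence read 15 min after reagent; normalized to genistein maximum activation (10microM) and DMSO, concentration-response fitted.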
RORg inh: ROR gamma (mouse) transcription inhibition | P51450 | Drosophila S2 Gal4-RORgamma UAS-luciferase reporter, 20 h | Potency, µM (series often up to 53.6 µM), without a hit: at the highest dose activity change, negative = inhibition, usual class: inhibitors | actives 5.4% (n = 310,000) | AID 2551; also: % is scaled to controls: 0 for no effect and ±100 for the full control effect; nearly all actives have a fitted effect of over 60% in size
Target sequence (P51450 whole entry, looked up, the tested form may be a part): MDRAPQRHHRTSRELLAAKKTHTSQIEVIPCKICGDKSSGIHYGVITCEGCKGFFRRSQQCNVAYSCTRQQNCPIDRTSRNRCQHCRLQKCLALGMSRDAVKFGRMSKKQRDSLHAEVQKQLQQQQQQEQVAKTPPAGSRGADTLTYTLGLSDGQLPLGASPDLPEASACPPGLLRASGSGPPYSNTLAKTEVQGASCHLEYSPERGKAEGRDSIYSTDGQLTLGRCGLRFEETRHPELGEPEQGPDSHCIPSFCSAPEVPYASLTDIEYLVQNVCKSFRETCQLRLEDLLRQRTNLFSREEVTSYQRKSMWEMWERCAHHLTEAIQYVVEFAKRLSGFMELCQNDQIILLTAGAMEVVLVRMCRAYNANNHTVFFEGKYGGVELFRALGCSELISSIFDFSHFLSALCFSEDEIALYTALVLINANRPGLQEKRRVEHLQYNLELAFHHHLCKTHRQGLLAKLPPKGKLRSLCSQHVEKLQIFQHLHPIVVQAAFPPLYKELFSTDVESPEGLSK
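Luminescence from a UAS-regulated Photinus luciferase reporter in stably transfected Drosophila Schneider cells is measured; decreased signal marks ROR gamma inhibition. Fusion expression is induced by 700 uM copper sulfate for 20 hr.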
* = called active by the depositor; ? = inconclusive; . = no result given; [ ] = another dose, or the depositor's remark. Unless noted, calls follow the shape of the dose curve; as a rule, active = well fitted curve in the direction sought with a large enough effect; inconclusive = small, poorly fitted or top-dose-only effect, or another doubt; inactive = no such curve, though single readings can be large; an effect the other way counts as inactive or inconclusive. Potency is read from the fitted curve at half-maximal effect.

Values run as follows: FLuc counter, MBNL1 CUG block, NPC1 prom act, ELG1 genotox, uPA generation, VP16 counter, Rab9 prom act, p53 reactivator, BRCA1 expr up, RORg inh
Cc1cc(C)n2nc(S(=O)(=O)NCCc3ccccc3)nc2n1
 : 3%, -18%, 0%, 4%, -2%, 6%, -8%, 4%, 2%, -6%
COc1cc(NC(=O)c2cc([N+](=O)[O-])ccc2NC(=O)CNC2CCCCC2)cc(OC)c1
 : 2%, ?, -3%, -22%, 2%, -6%, -4%, 0%, -66%, 12%
O=C(Nc1nnc(SCc2ccc(F)cc2)s1)c1ccccn1
 : ?, 30%, 2%, ?, 3%, 1.4µM*, 3%, 23%, 8%, 0.79µM*
O=C(CSc1nnc(CNC(=O)c2cccs2)o1)Nc1ccc2c(c1)OCO2
 : -5%, 5%, -1%, -2%, -2%, 3%, -5%, 1%, 0%, -27%
CC1(C)OC(=O)C(=Cc2ccc(-c3ccc(S(N)(=O)=O)cc3)o2)C(=O)O1
 : 11µM*, ?, -4%, ?, 2%, ?, 1%, 5%, -8%, ?
S=C1NC(C23CC4CC(CC(C4)C2)C3)=CC(c2ccc3c(c2)OCO3)N1 (stereo not given)
 : -7%, -1%, 0%, -5%, 2%, ?, -5%, -2%, 5%, 0.71µM*
COc1ccc(NC(=O)Cc2cccc(F)c2)cc1S(=O)(=O)Nc1ccccc1Cl
 : -8%, -5%, 0%, -8%, -1%, -1%, -3%, 2%, -13%, 16%
O=C(O)c1ccc(S(=O)(=O)N2CCC(c3nc(-c4ccccc4Cl)no3)CC2)cc1
 : 0%, -4%, -3%, -2%, ., -5%, 4%, -7%, 1%, -17%
COc1ccc(NC(=O)CSc2ccc(-c3ccccn3)nn2)cc1OC
 : ?, -5%, 0%, ?, -5%, 2%, 10%, ?, -29%, ?
Cc1ccc(S(=O)(=O)N2CCOCC2)cc1NC(=O)COC(=O)c1ccccc1OCc1c(C)noc1C
 : -4%, ., -2%, -3%, 1%, -8%, -4%, -1%, 0%, 42%
COc1ccc(-n2c(=S)[nH]c3cc(C(=O)NCCCN4CCCC4=O)ccc3c2=O)c(OC)c1
 : -1%, 4%, -1%, 0%, -2%, -18%, 1%, -2%, -2%, ?
O=C(NCCN1CCCOC1=O)C(=O)NCCN1CCCOC1=O
 : -1%, 9%, -1%, 2%, 12%, -8%, 10%, 1%, 3%, 6%
C/C(=N\NC(=O)Cc1cc(=O)[nH][nH]1)c1cccc([N+](=O)[O-])c1
 : 3%, ?, -3%, 2%, 6%, 5%, -8%, -6%, -2%, 10%
COc1cccc2cc(C(=O)NCCC3=CCCCC3)c(=O)oc12
 : ?, 43%[activator], -1%, 5%, 7%, 11%, 3%, 2%, -12%, 0%
CCn1c(SCC(=O)Nc2ccc(C(=O)OC)cc2)nc2cccnc21
 : 4%, 6%, -8%, -1%, 4%, -8%, 4%, -3%, -7%, -8%
Cc1ccccc1/C=C\c1nc2ccccc2c(=O)[nH]1
 : 1.9µM*, 12%, ?, 18µM*, -11%, 3%, 0.56µM*, ?, ?, -5%
CC1CCCN(C(=O)CCNC(=O)c2ccccc2Cl)C1 (stereo not given)
 : 1%, -10%, -4%, -3%, 0%, 2%, -2%, -4%, 10%, 9%
COCc1cc(C)nc(SCc2ccccc2Cl)c1C#N
 : 1%, -1%, 0%, 0%, -9%, -12%, -1%, 4%, -52%, 28%
Cc1cc(C)n(-c2nc3ccccc3s2)n1
 : 21µM*, 2%, 17%, ?, -2%, -8%, 27%, 11%, 63%, 3%
O=C(COc1ncnc2ccccc12)N1CCOCC1
 : 1%, 7%, 1%, 1%, -6%, -12%, -2%, -1%, 16%, -21%
Cc1nc(-c2ccc(F)cc2)c(CC(=O)NCC(=O)Nc2ccc(F)c(F)c2)s1
 : 0%, ., 1%, 1%, 8%, ., 20%, 1%, -9%, .
COC(=O)C1[C@H]2SC(C)(C)C(C(=O)OC)N2C(=O)N1Cc1nc2ccccc2s1 (stereo not given in full)
 : -3%, -17%, 2%, 2%, 1%, 1%, 9%, ., -7%, -4%
COc1ccc(CCNC(=O)C2CCN(S(=O)(=O)N3CCC4(CC3)OCCO4)CC2)cc1OC
 : 4%, -16%, 0%, -2%, 1%, -2%, -7%, 4%, -16%, -2%
O=C(O)C1CC(O)CN1C(=O)c1ccco1 (stereo not given)
 : 2%, -7%, 0%, 0%, 4%, -13%, 2%, -3%, 1%, -26%
CCOc1ccccc1C(=O)Nc1ccc(NC(=O)c2ccccc2)cc1
 : 1%, 30%, -1%, 16%, 9%, 2%, 10%, ., -2%, -35%[1.91 µM]
Cc1cccc(C(=O)NNC(=O)c2ccccc2-n2cccc2)c1
 : -16%, 0%, -3%, 3%, 0%, -5%, 3%, 0%, -5%, 7%
COc1ccccc1NCCC(=O)OCC(=O)NC1CCCCC1
 : 6%, -9%, 0%, 1%, -3%, -1%, -6%, -5%, -18%, 2%
COc1ccc(-c2csc(/C(C#N)=C\c3ccc(OC)c([N+](=O)[O-])c3)n2)cc1
 : 2%, ., -3%, -3%, 1%, -7%, -5%, -4%, -22%, 8%
CCOC(=O)c1c(N)sn(-c2ccccc2)c1=S
 : 5%, ?, -4%, 2%, -8%, ., 1%, 3%, 15%, 4%[0.365 µM]
CN(C)S(=O)(=O)c1cccc(NC(=S)NN=C(Cc2ccccc2)Cc2ccccc2)c1
 : -1%, -8%, -1%, -1%, 0%, ?, -4%, 6%, -21%, 13µM*
COc1ccc(Cl)cc1N/C(N)=N/c1nc(C)cc(=O)[nH]1
 : -5%, -7%, 7%, 6%, 0%, 5%, -2%, 2%, -11%, 0%
CCOCCCNc1nc2ccccc2[nH]1
 : -2%, -10%, -1%, -1%, 1%, 2%, 4%, ?, 31%, 19%
COC(=O)c1ccc(S(=O)(=O)NCCSc2nnc3c4ccccc4n(C)c3n2)cc1
 : -1%, 2%, 2%, 1%, ., 5%, -1%, -8%, -34%, 2%
Cc1c(C)c2c(OCC(=O)N3CCC(O)CC3)cc3c(c2oc1=O)CCC(C)(C)O3
 : 3%, ?, 2%, 7%, -9%, 0%, -3%, ., -32%, -7%
O=C(Cn1c(=O)c(=O)n(Cc2ccccc2)c2ccc(Cl)cc21)NCC1CCCO1 (stereo not given)
 : 0%, -1%, -2%, -1%, 23%, 0%, 2%, -2%, 2%, 10%
O=C(O)c1ccc2c(c1)C(=O)N(c1cccc(S(=O)(=O)Nc3cccc(C(F)(F)F)c3)c1)C2=O
 : ?, 16%, 1%, 0%, 0%, -6%, -2%, 2%, -10%, -2%
Cc1cccc(-c2c3c(=O)n(C)c(=O)n(C)c3cn2-c2ccccc2O)c1
 : 0%, 5%, 2%, -5%, -6%, 3%, 8%, 3%, -39%, ?
COc1ccc(C(=O)N/C(=C/c2ccco2)C(=O)NCc2ccco2)cc1
 : -2%, 10%, 0%, 2%, -5%, -14%, 5%, 5%, 0%, 5%
CC(=O)Nc1ccc(NC(=O)CSc2nnnn2C2CCCCC2)cc1
 : 2%, ., 0%, -4%, -10%, ., -1%, 5%, -20%, .
CN1CCN(c2ccc(S(=O)(=O)N3CCOCC3)cc2NC(=O)COc2ccc(F)cc2Cl)CC1
 : 0%, -4%, -2%, 3%, -11%, -12%, 0%, 14%, -11%, 18%
Cc1cccc(NC(=O)CSc2cccc3cccnc23)c1C
 : -1%, 17%, -5%, -3%, 1%, -8%, -2%, 9%, -15%, -39%
COc1ccc(-c2cn[nH]c2-c2ccc(OCc3ccc([N+](=O)[O-])cc3)cc2O)cc1OC
 : -2%, 9%, -19%, -11%, -24%, ?, -17%, 0%, -71%, ?
O=C(O)c1ccccc1/C=N/NC(=O)C1CCCC1
 : -11%, -3%, -3%, 2%, 10%, -3%, 4%, -1%, -2%, -38%
Cc1c(F)cccc1NS(=O)(=O)c1ccccc1C#N
 : 2%[2.3 µM], -9%, -2%, 1%, 1%, -6%, -2%, -8%, 0%, 11%
COc1ccc(OC)c(N=Cc2c(O)[nH]c3ccccc23)c1
 : -2%, 2%, 10%, ?, -1%, ?, 13%, -3%, -24%, ?
O=C(NCc1nnc(SCC(=O)N2CCOCC2)o1)c1cccs1
 : -2%, -9%, 6%, 14%, 1%, -9%[10 µM], -3%, -7%, -4%, 14%
CC(O)c1cc2c(s1)c1cnn(Cc3ccccc3F)c(=O)c1n2C (stereo not given)
 : ., ., ., -3%, 2%, ., ., 4%, 3%, .
Cc1ccc(S(=O)(=O)N(Cc2ccccc2)c2ccccc2C(=O)NCc2ccco2)cc1
 : 5%, 9%, 0%, 0%, ?, -14%, -1%, 7%, -83%, 62%
O=C(C/C=N/OCc1ccc(F)cc1Cl)c1cnc(-c2ccccc2)s1
 : 4%, 7%, -1%, 0%, 13%, -8%, 3%, 11%, 0%, -7%
CCOc1ccc2[nH]c(=O)c(CN(CCO)C(=O)c3ccc(Br)cc3)cc2c1
 : 5%, 45%[activator], -4%, -2%, -3%, ?, -2%, 1%, -25%, ?
Cc1cc(C)n(-c2nnc(C)n2/N=C/c2ccccc2F)n1
 : 10%, 2%, -2%, 4%, 0%, 0%, -1%, -3%, 4%, -9%
C=CC[C@H](CC(=O)N(CCO)Cc1ccccc1)C(=O)NC[C@H](OC(=O)[C@@H](CC=C)Cc1ccc(F)cc1)c1ccccc1
 : ., ., ., -14%, ?, ., ., -12%, -46%, .
